High-throughput results from PubChem BioAssay.
GSK3B inh: blocks human GSK3beta kinase activity; P49841; AID 2097; activity score (negative = inhibition), % at 10 µM; 0.038% of 300,000 active; GST-GSK3beta kinase, ADP-Glo luminescence, 60 min; active compounds read low;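 active = more than half of replicate wells score below -50%, meaning over 50% inhibition versus plate controls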;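 also: 0% = median DMSO wells and -100% = median GW8510 positive control wells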
Target sequence (P49841 whole entry, looked up): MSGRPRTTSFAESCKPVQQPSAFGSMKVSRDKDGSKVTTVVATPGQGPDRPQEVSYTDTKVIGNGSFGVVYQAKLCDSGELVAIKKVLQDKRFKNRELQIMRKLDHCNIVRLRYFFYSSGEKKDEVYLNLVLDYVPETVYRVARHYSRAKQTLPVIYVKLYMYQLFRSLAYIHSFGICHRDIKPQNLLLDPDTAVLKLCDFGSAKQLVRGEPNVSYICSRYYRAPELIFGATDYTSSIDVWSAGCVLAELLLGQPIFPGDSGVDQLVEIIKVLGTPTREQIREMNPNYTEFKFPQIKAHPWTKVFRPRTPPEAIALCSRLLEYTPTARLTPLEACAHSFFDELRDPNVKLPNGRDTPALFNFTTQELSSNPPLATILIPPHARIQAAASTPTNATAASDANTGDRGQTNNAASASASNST
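test system = GST-tagged human GSK3beta kinase, cell-free | reagent = 25 µM ATP with peptide substrate | dosing = one dose of 10 µM per compound | schedule = 60 min reaction, RT | detection = luminescent ADP-Glo measurement of ADP formed | control set = DMSO neutral wells and GW8510 at 20 µM as positive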
GSK3A inh: blocks human GSK-3 alpha kinase. 0.1% of 320,000 active. inhibition, % at 10 µM. P49840. ADP-Glo luminescence, 60 min;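 in the data active = inhibition above about 50%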;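 also: GST-tagged GSK-3 alpha with peptide substrate and 25 µM ATP; 0% = DMSO neutral wells and 100% = GW8510 positive control wells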
Target sequence (P49840 whole entry, looked up): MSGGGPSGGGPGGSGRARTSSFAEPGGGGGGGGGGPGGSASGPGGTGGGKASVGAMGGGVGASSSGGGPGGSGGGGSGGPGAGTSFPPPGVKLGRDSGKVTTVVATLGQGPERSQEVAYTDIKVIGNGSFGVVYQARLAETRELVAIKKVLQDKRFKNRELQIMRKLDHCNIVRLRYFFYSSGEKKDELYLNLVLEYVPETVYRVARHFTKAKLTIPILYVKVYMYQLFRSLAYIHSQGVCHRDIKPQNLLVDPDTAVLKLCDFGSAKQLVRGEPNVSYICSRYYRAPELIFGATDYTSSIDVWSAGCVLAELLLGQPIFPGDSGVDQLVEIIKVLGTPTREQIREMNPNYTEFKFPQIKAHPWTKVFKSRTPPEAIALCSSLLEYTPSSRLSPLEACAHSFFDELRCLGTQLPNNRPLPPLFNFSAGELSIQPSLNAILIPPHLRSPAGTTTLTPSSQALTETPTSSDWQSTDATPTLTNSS
DYRK1A inh: blocks rat Dyrk1A kinase activity; Q63470; ADP-Glo luminescence, NFATc1 peptide; inhibition, % at 12.5 µM; 0.43% of 310,000 active; in the data active = inhibition above about 50%;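 also: plate controls were vehicle with enzyme for no effect and no enzyme for full effect; many of its hits are not listed in these tables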
HSF1 activator: increases HSF-1 driven luciferase reporter signal | NIH3T3-HGL HSF-1 luciferase reporter, MG132, 8 h; 100% = twice DMSO control signal | activation, % at 9 µM | 1.7% of 300,000 active;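 active = mean replicate activation of at least 50% with a set share of replicates each reaching 50%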;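 also: 0% = median of the neutral control wells and 100% = twice that signal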
Platelet DG rel: modulates dense granule release in human platelets; human platelet-rich plasma, SFLLRN dense granule ATP release, luminescence; inhibition, %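 (compounds screened at 7.5 µM in platelet-rich plasma)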; 0.22% of 300,000 active;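 active = mean replicate score, as percent of positive control, at or above 50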
HSP90 inh: blocks HSP90-mediated luciferase refolding in reticulocyte lysate; Rabbit reticulocyte lysate, luciferase refolding luminescence, 3 h; inhibition, % at 5.6 µM; 0.91% of 290,000 active; AID 1789;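 active = inhibition above the screen-wide mean plus 3 SD, computed separately per campaign, cut at about 16% in these data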;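 also: 0% = DMSO wells and 100% = 60 µM geldanamycin wells; inhibitors lower the luminescence because luciferase stays unfolded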
HSF1 inhib: HSF1 inhibition; NIH3T3-HGL HSE-luciferase, MG132-induced, luminescence 8 h; active compounds read low; activity change, negative = inhibition, % at 7.5 µM (by protocol); 0.77% of 300,000 active;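 active = more than half of replicate wells show activity change below -50%, luminescence cut by over half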;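 also: luciferase reports HSF-1 transcriptional activity via heat shock element; 0% = median of DMSO wells and -100% = zero luminescence signal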
aSyn UTR inh: MLPCN primary screen, SNCA 5' untranslated region | alpha-synuclein 5'UTR reporter, inhibitor activity | inhibition, % (tested at 7.5 µM) | 0.82% of 300,000 active; in the data active = inhibition above about 60%;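 also: H4 neuroglioblastoma cells stably carrying SNCA 5'UTR luciferase fusion; 0% = DMSO wells and 100% = positive control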
KLF5 inhibitor: inhibitors of KLF5 expression | DLD-1 KLF5 promoter-luciferase reporter, luminescence | AID 1700 | 0.23% of 290,000 active | inhibition, % at 5 µM;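 active = inhibition above a per-plate limit of that plate's mean compound inhibition plus 3 SD, cut at about 60% in these data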;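 also: 0% = DMSO wells and 100% = LY294002 at 200 µM; higher means less KLF5 promoter-driven luciferase light; inactives centre near -14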
IEC-6 cytotox: IEC-6 cytotoxicity, counter-screen for KLF5 inhibitors. luminescence viability. inhibition, % at 5 µM. 0.78% of 290,000 active; in the data active = inhibition above about 22%;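 also: 0% = plate median of test compound wells and 100% = cytotoxic reference compound wells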
Numbers without * were called inactive; . = no result given. A portion of the library, so the mix of outcomes need not match the whole.

Assay codes – A = GSK3B inh; B = GSK3A inh; C = DYRK1A inh; D = HSF1 activator; E = Platelet DG rel; F = HSP90 inh; G = HSF1 inhib; H = aSyn UTR inh; I = KLF5 inhibitor; J = IEC-6 cytotox
> Cc1nc(N2CCN(c3ccccn3)CC2)c2c(C)c(C(=O)N3CCN(c4cccc(Cl)c4)CC3)sc2n1
  A: 0.5	B: -1.8	C: -4.0	D: 5.7	E: -9.4	F: 2.7	G: -6.5	H: 34.3	I: 15.9	J: 0.8
> CCn1c(CCCNC(=O)c2cccs2)nc2ccccc21
  A: 1.2	B: -0.9	C: -1.8	D: -13.3	E: -0.7	F: -0.7	G: -0.6	H: -0.1	I: -54.2	J: -6.5
> COc1ccc(NC(=O)c2ccc(COc3ccccc3OC)o2)cc1OC
  A: 0.5	B: -1.6	C: -2.7	D: -20.1	E: 3.4	F: -0.1	G: 3.2	H: 6.1	I: 20.6	J: 7.7
> CCn1c(O)c(C2=NCCCC2)c2ccccc21
  A: 0.8	B: 0.7	C: 3.5	D: 2.5	E: 5.0	F: -2.6	G: 0.8	H: 6.2	I: -1.3	J: -6.0
> O=C1CCCN1CCCNc1ccc2nnc(CCC(=O)N3CCN(c4ccc(F)cc4)CC3)n2n1
  A: 2.5	B: -0.7	C: 0.8	D: 1.6	E: 3.7	F: 0.4	G: 8.8	H: -11.3	I: -10.7	J: -4.7
> Cc1nn(C)cc1/C=N/NC(=O)c1ccco1
  A: -1.7	B: 2.1	C: .	D: 4.7	E: -0.2	F: 2.3	G: 1.2	H: -33.0	I: -56.8	J: 6.1
> COCCNC(=O)CSc1nnc(CCCN2C(=O)c3cccc4cccc(c34)C2=O)n1-c1ccccc1
  A: -1.8	B: -2.5	C: 0.0	D: -9.0	E: 2.6	F: -1.5	G: -7.4	H: -4.7	I: -18.2	J: -0.9
> Cc1nn(CC(=O)NCCCN2CCCC2)c(=O)c2nn(-c3ccccc3)c(C)c12
  A: 3.4	B: -15.7	C: 2.1	D: 2.1	E: 0.1	F: -0.3	G: -3.3	H: -11.9	I: -69.6	J: -4.9
> Cc1[nH]c(=O)[nH]c(=O)c1/C=C/C(=O)OCC(C)C
  A: 0.6	B: 2.4	C: 6.0	D: -2.9	E: 3.5	F: -2.9	G: -2.3	H: 49.2	I: -25.8	J: -2.8
> COC/C=C/C1=CC2=CC(=O)C(C)(OC(=O)c3cnc4ccccc4n3)C(=O)C2=CN1CCCCO (stereo not drawn)
  A: 1.2	B: -4.3	C: 6.3	D: -7.0	E: -12.6	F: .	G: -3.0	H: 2.7	I: .	J: .
> CCC(=NCc1ccco1)c1c(C(F)(F)F)[nH]n(-c2nc3ccccc3s2)c1=O
  A: -0.7	B: -3.5	C: 12.5	D: -0.9	E: -2.0	F: 2.5	G: 2.0	H: -29.6	I: -66.4	J: -1.1
> O=C(NNS(=O)(=O)c1ccc2ccccc2c1)NC1CCCCC1
  A: 0.2	B: -2.3	C: -2.6	D: 11.9	E: 17.1	F: 1.6	G: 2.7	H: 23.4	I: -22.8	J: -8.1
> c1ccc(CCc2ccccc2-c2nc(-c3cccnc3)no2)cc1
  A: 1.9	B: 13.2	C: 5.2	D: -1.3	E: -10.2	F: -1.9	G: 3.8	H: -1.7	I: -22.5	J: -3.3
> CC(=O)N1CCc2cc(S(=O)(=O)CCC(=O)N(C)Cc3ccco3)ccc21
  A: -5.0	B: -1.3	C: -4.0	D: -6.0	E: -2.7	F: -2.7	G: 0.8	H: -13.2	I: 5.0	J: 5.2
> Cc1nnc(OCC(=O)NCCC2=CCCCC2)c2ccccc12
  A: -4.8	B: 3.6	C: 4.5	D: -7.3	E: -1.6	F: 2.8	G: -3.6	H: 10.0	I: -29.8	J: 0.9
> CCOC(=O)c1cncc(C(=O)O)c1
  A: 0.4	B: -4.4	C: -4.7	D: -5.9	E: -10.2	F: 6.3	G: -9.2	H: -17.8	I: -10.1	J: 0.4
> COc1ccc(C(=O)COC(=O)c2cccnc2Cl)c(OC)c1
  A: 1.3	B: -1.3	C: 7.1	D: 26.8	E: 1.8	F: -0.9	G: 15.1	H: -144.2	I: -50.6	J: -1.8
> Cc1cc(C)cc(NC(=O)CN2C(=O)NC(C)(c3ccccc3)C2=O)c1 (stereo not drawn)
  A: 0.7	B: -1.6	C: 4.8	D: 86.2*	E: -16.8	F: -0.1	G: 39.3	H: 5.2	I: -13.0	J: -1.9
> Cc1ccc(N(C)S(=O)(=O)c2c(C)noc2/C=C/N(C)C)cc1
  A: -0.1	B: -0.7	C: 0.9	D: -43.2	E: 3.2	F: 0.6	G: -24.6	H: -1.6	I: 0.8	J: 0.4
> CC(NC(=O)C(=O)N1CCOCC1)C(c1cccs1)N1CCN(c2ccc(F)cc2)CC1 (stereo not drawn)
  A: 4.0	B: -2.0	C: 4.5	D: -22.3	E: 3.8	F: 1.0	G: 0.1	H: 7.9	I: -1.4	J: 7.9
> Cc1ccc(NC(=O)CNC(=O)c2cccs2)cc1S(=O)(=O)Nc1ccc(Cl)cc1
  A: -0.7	B: -0.6	C: 7.1	D: 24.1	E: 2.8	F: -1.2	G: 12.0	H: 11.9	I: -24.9	J: 5.3
> O=C1C=C(Nc2ccccc2O)c2ccccc2C1=O
  A: -5.1	B: 2.3	C: -1.3	D: 83.9*	E: 1.5	F: 4.1	G: 58.5	H: 55.3	I: -14.6	J: -3.5
> CCOC(=O)CSc1nc2cc3c(cc2cc1C#N)OCO3
  A: .	B: 0.1	C: -1.7	D: .	E: .	F: 2.3	G: .	H: .	I: -48.5	J: 4.3
> CCOc1ccccc1NS(=O)(=O)c1ccc2c(c1)N(C)CCO2
  A: 0.3	B: -1.0	C: 1.2	D: 0.0	E: -1.9	F: -6.9	G: -3.4	H: 1.2	I: -7.5	J: -9.1
> CCCCC(c1nnnn1CS(=O)(=O)c1ccc(C)cc1)N1CCC(C(N)=O)CC1 (stereo not drawn)
  A: 3.6	B: .	C: -0.4	D: 6.5	E: 3.9	F: 0.1	G: -3.7	H: 1.3	I: -5.6	J: 2.4
> COC(=O)c1ccc(COC(=O)CNC(=O)c2cccs2)cc1
  A: 1.5	B: 0.4	C: -0.3	D: -8.8	E: -4.5	F: -1.1	G: -3.0	H: 1.9	I: -20.5	J: -6.2
> CCCCCc1ccc(CC(=O)N2CCOCC2)cc1
  A: -1.3	B: -4.0	C: .	D: 28.2	E: -5.8	F: -1.8	G: 5.2	H: -7.6	I: -15.7	J: 3.1
> COc1ccc(NS(=O)(=O)c2cccc3cccnc23)cc1Cl
  A: -4.0	B: -0.1	C: 0.5	D: -7.4	E: -13.9	F: 0.0	G: -9.5	H: -28.7	I: -15.1	J: -2.9

Molecules shown so far that contain fluorine (3):
Assay codes – A = GSK3B inh; B = GSK3A inh; C = DYRK1A inh; D = HSF1 activator; E = Platelet DG rel; F = HSP90 inh; G = HSF1 inhib; H = aSyn UTR inh; I = KLF5 inhibitor; J = IEC-6 cytotox
> O=C1CCCN1CCCNc1ccc2nnc(CCC(=O)N3CCN(c4ccc(F)cc4)CC3)n2n1
  A: 2.5	B: -0.7	C: 0.8	D: 1.6	E: 3.7	F: 0.4	G: 8.8	H: -11.3	I: -10.7	J: -4.7
> CCC(=NCc1ccco1)c1c(C(F)(F)F)[nH]n(-c2nc3ccccc3s2)c1=O
  A: -0.7	B: -3.5	C: 12.5	D: -0.9	E: -2.0	F: 2.5	G: 2.0	H: -29.6	I: -66.4	J: -1.1
> CC(NC(=O)C(=O)N1CCOCC1)C(c1cccs1)N1CCN(c2ccc(F)cc2)CC1 (stereo not drawn)
  A: 4.0	B: -2.0	C: 4.5	D: -22.3	E: 3.8	F: 1.0	G: 0.1	H: 7.9	I: -1.4	J: 7.9

Just KLF5 inhibitor and GSK3A inh, for some of the entries so far:
molecule	KLF5 inhibitor	GSK3A inh
Cc1ccc(N(C)S(=O)(=O)c2c(C)noc2/C=C/N(C)C)cc1	0.8	-0.7
CCOC(=O)CSc1nc2cc3c(cc2cc1C#N)OCO3	-48.5	0.1
CCC(=NCc1ccco1)c1c(C(F)(F)F)[nH]n(-c2nc3ccccc3s2)c1=O	-66.4	-3.5
Cc1ccc(NC(=O)CNC(=O)c2cccs2)cc1S(=O)(=O)Nc1ccc(Cl)cc1	-24.9	-0.6
Cc1nc(N2CCN(c3ccccn3)CC2)c2c(C)c(C(=O)N3CCN(c4cccc(Cl)c4)CC3)sc2n1	15.9	-1.8
Cc1[nH]c(=O)[nH]c(=O)c1/C=C/C(=O)OCC(C)C	-25.8	2.4
